Screening data: PubChem BioAssay, several laboratories
SKKanGAS inh = blocks kanamycin growth of S. pyogenes SKKanGAS strain | AID 1662 | BacTiter-Glo, 6 h | inhibition, % at 7.5 µM | 300,000 tested, 1.3% active;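 active = mean replicate score, as percent of positive control median, at least 50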;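 note: strain carries kanamycin resistance gene driven by streptokinase promoter and grows in 40 µg/ml kanamycin; loss of luminescence reflects streptokinase promoter inhibition or plain growth inhibition; 0% = median of DMSO wells and 100% = positive control at its reference dose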
TRPC4 act = opens the mouse TRPC4 cation channel. Q9QUQ5. HEK293 TRPC4beta/mu-opioid, Fluo4 calcium fluorescence; active compounds read high. B-score at 10 µM. 310,000 tested, 0.49% active;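 active = B-score above 5 SD of library B-scores, and initial fluorescence ratio not above library mean plus 5 SD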;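 note: positive B-score marks a calcium rise read as TRPC4 activation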
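Assay system: HEK293 stable line with TRPC4beta plus mu-opioid receptor. Times: dye 45 min RT, read 110 s. Measured by: kinetic Fluo4 calcium fluorescence. Measure: B score of integrated ratio. Controls: assay buffer as low control, maximal DAMGO as high control.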
TRPC4 block = inhibitors of mouse TRPC4 channel; HEK293 TRPC4beta/mu-opioid, DAMGO-evoked Fluo4 calcium flux; active compounds read low; B-score at 10 µM; 300,000 tested, 0.39% active;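 active = B-score over 3 SD under the library average, no early fluorescence shift, positive overall ratio signal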
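Assay system – HEK293 line stably carrying TRPC4beta and mu-opioid receptor · Doses – single dose · Detection – Fluo4 calcium-dye fluorescence, kinetic read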
TMEM16A inh = blocks the mouse calcium-activated chloride channel TMEM16A; HEK293 TMEM16A/YFP iodide influx fluorescence, ionomycin; normalized B-score (activity score, 25-100; higher = stronger inhibition) at 10 µM; 310,000 tested, 1.2% active; AID 588511;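 active = ratio plate-corrected score three or more library SD toward inhibition, starting fluorescence score within five deviations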;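 note: score derived from kinetic fluorescence span divided by baseline fluorescence per well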
ANO1 activ = activators or potentiators of mouse TMEM16A chloride channel; HEK293 TMEM16A/YFP-H148Q/I152L, iodide quench fluorescence; active compounds read low; 340,000 tested, 0.3% active; B-score at 10 µM;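 active = fluorescence-ratio B-score plate-corrected deviation score at least 3 library SD below zero, with starting fluorescence score within 5 deviations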;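 note: channel opened by trigger with iodide after compound preincubation; score built on the fluorescence ratio of max minus min over baseline; more negative score means more quench and so TMEM16A activation or potentiation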
TRPC6 act = activates the mouse TRPC6 cation channel; Q61143; HEK293-TRPC6 membrane potential dye fluorescence; active compounds read high; B-score at 10 µM; 310,000 tested, 0.13% active;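 active = B-score of the integrated fluorescence ratio above library mean plus 3 SD, and starting fluorescence ratio within library mean plus 5 SD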;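 note: higher score means more depolarization so channel activation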
MrgX1 ag = activates human MrgX1 receptor signaling; Q96LB2; MrgX1-HEK293 cells, Fluo-4 calcium fluorescence, agonist mode; active compounds read high; B-score at 10 µM; 310,000 tested, 0.44% active;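 active = calcium response B-score plate-corrected fluorescence ratio at least 3 library SD, with starting fluorescence B-score inside 5 SD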
Target sequence (Q96LB2 whole entry, looked up): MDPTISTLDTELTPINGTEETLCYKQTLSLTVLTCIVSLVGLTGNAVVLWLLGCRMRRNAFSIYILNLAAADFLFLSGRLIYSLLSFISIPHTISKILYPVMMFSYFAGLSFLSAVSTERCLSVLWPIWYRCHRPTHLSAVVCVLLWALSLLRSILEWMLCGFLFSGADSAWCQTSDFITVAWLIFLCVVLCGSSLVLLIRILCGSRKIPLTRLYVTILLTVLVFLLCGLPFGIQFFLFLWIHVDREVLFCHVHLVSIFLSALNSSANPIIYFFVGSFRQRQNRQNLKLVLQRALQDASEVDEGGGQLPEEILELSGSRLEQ
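Material: HEK293 cells stably expressing human MrgX1 receptor | Quantity: 15,000 cells per well | Times: Cells plated overnight, dye loaded 0.5 h 37 °C, 0.5 h room temperature | Measured by: Kinetic Fluo-4 NW fluorescence of intracellular calcium | Control set: Positive and negative controls per plate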
TRPC6 inh = mouse TRPC6 channel inhibition; Q61143; HEK293-TRPC6, membrane potential dye, ACh-evoked depolarization; active compounds read low; B-score at 10 µM; 310,000 tested, 1.1% active; AID 2553;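 active = B-score under library mean minus 3 SD, initial fluorescence not abnormally high, positive integrated signal ratio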;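 note: B-score derived from integrated fluorescence ratio over the kinetic read; more negative B-score means stronger inhibition of depolarization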
MrgX1 allo act = human MrgX1 positive allosteric modulation, primary screen; Q96LB2; MrgX1-HEK293, Fluo-4 calcium flux, FDSS; active compounds read high; B-score at 10 µM; 310,000 tested, 0.63% active; AID 588675;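 active = plate-corrected calcium response at least 3 library SD above typical, normal starting fluorescence, not activating the receptor alone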;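 note: compound read alongside a low EC10 to EC30 dose of BAM8-22 agonist; peak minus trough fluorescence over baseline measured at the second addition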
TRPC4 potent = allosteric potentiators of mouse TRPC4 channel. Q9QUQ5. HEK293 TRPC4beta/mu-opioid, DAMGO EC20, Fluo-4 Ca2+ flux; active compounds read high. B-score at 10 µM. 310,000 tested, 0.42% active;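 active = B-score of calcium response area above 5 SD of library B-scores, with initial fluorescence ratio within 5 SD of library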;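 note: B-score of integrated fluorescence ratio over time as area under calcium response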
MrgX1 antagonist = antagonists of human MrgX1 receptor | Q96LB2 | 310,000 tested, 1.3% active | B-score at 10 µM | MRGX1-HEK293 calcium flux, Fluo-4, BAM8-22 antagonism; active compounds read low | AID 588676;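 active = calcium-response B-score plate-corrected more than 3 library SD below zero, starting fluorescence within 5 deviations, no agonist response on first addition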;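 note: peak minus trough fluorescence over baseline after final BAM8-22 challenge near maximal dose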
Active calls of the source: *; i = inactive; . = no result given.

A first look:
SMILES	SKKanGAS inh	TRPC4 act	TRPC4 block	TMEM16A inh	ANO1 activ	TRPC6 act	MrgX1 ag	TRPC6 inh	MrgX1 allo act	TRPC4 potent	MrgX1 antagonist
O=C(CCn1cnc(-c2ccccc2)c1-c1ccccc1)N/N=C/c1ccc(O)cc1	13	i	i	i	i	i	i	i	i	i	i
COc1cc(C(=O)NC2CCN(Cc3ccccc3)CC2)cc(Cl)c1OC(C)C	1	i	i	i	i	i	i	i	i	i	i
Cc1ccccc1C1NC(=O)Cc2ccccc21 (stereo unspecified)	-2	i	i	i	i	i	i	i	i	i	i
CC(C)c1c(O)nc(SCC(=O)N2CCCCC2)[nH]c1=O	0	i	i	i	i	i	i	i	i	10*	i

The listing, previewed entries included:
SMILES	SKKanGAS inh	TRPC4 act	TRPC4 block	TMEM16A inh	ANO1 activ	TRPC6 act	MrgX1 ag	TRPC6 inh	MrgX1 allo act	TRPC4 potent	MrgX1 antagonist
O=C(CCn1cnc(-c2ccccc2)c1-c1ccccc1)N/N=C/c1ccc(O)cc1	13	i	i	i	i	i	i	i	i	i	i
COc1cc(C(=O)NC2CCN(Cc3ccccc3)CC2)cc(Cl)c1OC(C)C	1	i	i	i	i	i	i	i	i	i	i
Cc1ccccc1C1NC(=O)Cc2ccccc21 (stereo unspecified)	-2	i	i	i	i	i	i	i	i	i	i
CC(C)c1c(O)nc(SCC(=O)N2CCCCC2)[nH]c1=O	0	i	i	i	i	i	i	i	i	10*	i
CC(C)(C)NC(=O)COC(=O)c1ccc(Cl)cc1O	-1	i	i	i	i	i	i	i	i	i	i
CCOC(=O)c1c(NC(=O)CC2SC(=NC)N(C)C2=O)sc(C)c1C (stereo unspecified)	3	i	i	i	i	i	i	i	i	i	i
COc1cc(NC(=O)c2c3c(nc4ccccc24)CCC3)cc(OC)c1	5	i	i	i	i	i	i	i	i	i	i
CN(C)S(=O)(=O)n1ccnc1	-1	i	i	i	i	i	i	i	i	i	i
COCCn1nnnc1C(c1cccs1)N1CCN(c2cc(C)ccc2C)CC1 (stereo unspecified)	5	i	i	i	i	i	i	i	i	i	-10*
Cc1ccc2sc(N(CCCN(C)C)C(=O)CCS(=O)(=O)c3ccccc3)nc2c1C	-2	i	i	i	i	i	i	i	i	i	i
Cc1ccc(Nc2cc(=O)[nH]c(=O)[nH]2)cc1Cl	18	i	i	i	i	i	i	i	i	i	i
C=CCn1c(SCC(=O)C23CC4CC(CC(C4)C2)C3)nc(O)cc1=O	23	i	i	i	i	i	i	i	i	i	i
CCOC(=O)N1CCN(c2nc3ccccc3nc2C(C#N)S(=O)(=O)c2ccc(C)cc2)CC1 (stereo unspecified)	8	i	i	100*	i	i	i	i	i	i	i
CC1CCN(S(=O)(=O)Cc2ccccc2Cl)CC1	5	i	i	i	i	i	i	i	i	i	i
CCCCCc1nc2c(=O)[nH]c3ccccc3c2o1	-3	i	i	i	i	i	i	i	i	i	i
COc1ccc(-n2c(=O)c3ccccc3n(CC(=O)NC3CCCC3)c2=O)cc1	1	i	i	i	i	i	i	i	i	i	i
Cc1ccc(NS(=O)(=O)c2ccc3c(c2)c(=O)n(C)c(=O)n3C)cc1F	16	i	i	i	i	i	i	i	i	i	i
O=C(/C(Cl)=C/Nc1ccc(Br)cn1)C(F)(F)F	1	i	i	i	i	i	i	i	i	i	i
Cc1ccccc1Oc1nc2ccccc2n2cnnc12	-6	i	i	i	i	i	i	i	i	i	i
COC(C(=O)Nc1cccc(F)c1)c1ccccc1 (stereo unspecified)	0	i	i	i	i	i	i	i	i	i	i
FC(F)(F)c1ccnc(N2CCN(Cc3cnc(-c4ccccc4)[nH]3)CC2)c1	5	i	-7*	i	i	i	i	i	i	i	i
COC(=O)C(CC(=O)c1ccc(Cl)cc1)c1ccc(C)cc1 (stereo unspecified)	2	i	i	i	i	i	i	i	i	i	i
COC(=O)c1ccc(CSc2nc3ccccc3[nH]2)o1	1	i	i	i	i	i	i	i	i	i	i
Cc1ccc(N=CC2=C(O)CC(C)(C)CC2=O)nc1	-2	i	i	i	i	i	i	i	i	i	i
COc1ccc(C(=O)NC2CCN(CC(=O)NCc3ccccc3)CC2)cc1	0	i	i	i	i	i	i	i	i	i	i
CCN(CC)C(=O)c1ccc2nc3ccccc3nc2c1	4	i	i	i	i	i	i	i	i	i	i
CCOC(=O)CSc1nc2ccccc2n2cnnc12	-1	i	i	i	i	i	i	i	i	i	i
O=C(c1ccc2oc(CCCc3ccccc3)nc2c1)N1CCCCC1CO (stereo unspecified)	-3	i	i	i	i	i	i	i	i	i	i
COc1ccc(C2(CNC(=O)/C=C/c3ccco3)CCCC2)cc1OC	-11	i	i	i	i	i	i	i	i	i	i
CC(C)Oc1cccc(-c2cc(C(=O)NN3CCOCC3)c3ccccc3n2)c1	-13	i	i	i	i	i	i	i	i	i	i
CCOC(=O)c1ccc(NC(=S)N(CCCN(CC)CC)Cc2ccco2)cc1	6	i	i	i	i	i	i	i	i	i	i
Cc1nc(N2CCc3ccccc3C2)[nH]c(=O)c1CCC(C)C	6	i	i	i	i	i	i	i	i	i	i
O=C(Nc1ccccn1)C1CCN(S(=O)(=O)c2cccs2)CC1	2	i	i	i	i	i	i	i	i	i	i
CC(C)(C)C(=O)Nc1sc2c(c1C#N)CCCCC2	-26	i	i	i	i	i	i	i	i	i	i
O=C(CCNc1n[nH]c(=O)[nH]c1=O)N1CCOCC1	-6	i	i	i	i	i	i	i	i	i	i
COc1ccc(-c2cn(CC3CCCCC3)nn2)cc1	-1	i	i	i	i	i	i	i	i	i	i
O=C(Cc1ccc(Br)cc1)N/N=C/c1cccnc1	-2	i	i	i	i	i	i	i	i	i	i
Cn1c(CN2CCN(c3ccccc3NS(C)(=O)=O)CC2)nc2ccccc21	-7	i	i	i	i	i	i	i	i	i	i
O=C1C=C(c2ccccc2)C[C@H](c2cccs2)[C@H]1n1cnc([N+](=O)[O-])c1	3	i	i	i	i	i	i	i	i	i	i
CCOC(=O)N1CCC(N2C(=O)c3ccc(C(=O)Nc4cccc(OC)c4)cc3C2=O)CC1	2	i	i	i	i	i	i	i	8*	i	i
C/C(=N\NC(=O)c1cccs1)c1ccc2c(c1)OCO2	-3	i	i	i	i	i	i	i	i	i	i
CSC1=NCCN1C(=O)c1ccc(S(=O)(=O)N2CCOCC2)cc1	-3	i	i	i	i	i	i	i	i	i	i
COc1ccc(/C=C/C(=O)Nc2nnc(C(C)C)s2)cc1OC	-3	i	i	i	i	i	i	i	i	i	i
C=CCc1ccc(OCCOCCNCCCC)c(OC)c1	-6	i	i	i	i	i	i	i	i	i	i
CCOc1ccc(C(=O)Nc2cc(C)ccn2)cc1	13	i	i	i	i	i	i	i	i	i	i
CCOc1cc(C2C3=C(CCCC3=O)Nc3nc(C(=O)OC)nn32)ccc1OC (stereo unspecified)	0	i	i	i	i	i	i	i	i	i	i
CCOC(=O)CC1Sc2ccccc2NC1=O (stereo unspecified)	1	i	i	i	i	i	i	i	i	i	i
O=c1[nH]c2ccc(NCc3ccccc3OCc3ccc(Cl)cc3)cc2[nH]1	10	i	i	i	i	i	i	i	i	i	i
COc1ccc(C(=O)NNC(=O)c2ccc3ccccc3c2O)cc1	-5	i	i	i	i	i	i	i	i	i	i
COc1ccccc1NC(=O)N(Cc1ccccc1)c1ccccn1	4	i	i	i	i	i	i	i	i	i	i
CC(=O)Nc1ccc(N2C(=O)CSC2c2ccc(F)cc2)cc1 (stereo unspecified)	0	i	i	i	i	i	i	i	i	i	i
CCc1cccc(C)c1NC(=O)COC(=O)c1c2c(nc3ccccc13)/C(=C\c1cccs1)CCC2	15	i	i	i	i	i	i	i	i	i	i
CC(=O)Oc1ccc(CCC(C)OC(C)=O)cc1 (stereo unspecified)	-8	i	i	i	i	i	i	i	i	i	i
Cc1[nH]n(-c2ccccc2)c(=O)c1/C=N/N(c1ccccc1)c1ccccc1	78*	i	i	i	i	i	i	i	i	i	i
OC(COCc1ccc(Cl)cc1)CN1CCN(c2ccccn2)CC1 (stereo unspecified)	-14	i	i	i	i	i	i	i	i	i	i
CCCOc1ccccc1/C=C1\SC(N2CCCCC2)=NC1=O	-2	i	i	i	i	i	i	i	i	i	i
Cc1ccc(Nc2nc(C(=O)NCCCN3CCOCC3)cs2)cc1	0	i	i	i	i	i	i	i	i	i	i
Cc1ccc2nc(SC(C)C(=O)N3CC(C)OC(C)C3)[nH]c2c1 (stereo unspecified)	-4	i	i	i	i	i	i	i	i	i	i
CCOc1ccccc1N1CCN(CC(=O)c2c(N)n(C)c(=O)n(C)c2=O)CC1	0	i	i	i	i	i	i	i	i	i	i
CCCCN(CCCC)c1nc(-c2ccncc2)nc2ccccc12	97*	i	i	i	i	i	i	i	i	i	i
New compounds follow:
SMILES	SKKanGAS inh	TRPC4 act	TRPC4 block	TMEM16A inh	ANO1 activ	TRPC6 act	MrgX1 ag	TRPC6 inh	MrgX1 allo act	TRPC4 potent	MrgX1 antagonist
[N-]=[N+]=NC1c2ccccc2C(=O)N1Cc1ccccc1 (stereo unspecified)	14	i	i	i	i	i	i	i	i	i	i
CC(/C=C/C=C/c1ccccc1)=N\NC(=O)c1cccnc1	-3	i	i	i	i	i	i	i	i	i	i
CC(=O)Oc1ccccc1C(=O)Oc1ccc(/C=N/n2cnnc2)cc1	8	i	i	i	i	i	i	i	i	i	i
CCCCOc1ccc(CSCCN=C(N)N)cc1	11	i	-6*	.	i	i	.	i	.	i	.
CC(=O)N1CCOc2ccc(S(=O)(=O)N3CCC(C(=O)Nc4ccc(C)cc4)CC3)cc21	-1	i	i	i	i	i	i	i	i	i	i
CC1Cc2cc(-c3csc(NC(=O)Cc4ccccc4)n3)ccc2N1S(C)(=O)=O (stereo unspecified)	23	i	i	i	i	i	i	i	i	i	i
C#CCn1c(C)cc(C)c(S(=O)(=O)c2ccccc2)c1=O	-25	i	i	i	i	i	i	i	i	i	i
O=C(CCSCc1ccccc1F)NCc1cccs1	-4	i	i	i	i	i	i	i	i	i	i
COc1ccc(CNC(=O)Cc2cccs2)cc1	-3	i	i	i	i	i	i	i	i	i	i
